# High-throughput results (PubChem)
# procasp3 activ: activators of human procaspase-3. P42574. recombinant procaspase-3 D3A, Ac-DEVD-pNA absorbance 405 nm. activation, % at 8.5 µM. 330,000 tested, 0.11% active;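 active means activation above the mean of all tested compounds plus 3 SD, cut at about 21% in these data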;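 further: 0% = DMSO alone and 100% = DMSO wells spiked with extra 5 µM PC-3 D3A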
# Target sequence (P42574 whole entry D9A/D28A/D175A): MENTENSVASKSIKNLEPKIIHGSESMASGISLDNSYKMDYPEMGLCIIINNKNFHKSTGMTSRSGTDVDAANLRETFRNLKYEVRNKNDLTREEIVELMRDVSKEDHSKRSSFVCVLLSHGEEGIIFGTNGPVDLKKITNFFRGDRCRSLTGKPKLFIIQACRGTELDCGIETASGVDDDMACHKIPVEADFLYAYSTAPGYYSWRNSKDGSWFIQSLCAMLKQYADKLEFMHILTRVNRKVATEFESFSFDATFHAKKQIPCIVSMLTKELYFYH
#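 System: Procaspase-3 D3A mutant. Medium: Zinc-free 300 mM NaCl, 50 mM HEPES, 0.01% Triton X-100. Schedule: 1 h preincubation plus 2 h reaction at 25 °C. Measured by: 405 nm absorbance of p-nitroaniline, reads at 0 and 120 min. Read-out: percent activation relative to control range.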
# AGP1 TOR yeast: modulators of TOR pathway AGP1-GFP in S. cerevisiae; AID 2066; S. cerevisiae AGP1-GFP multiplex flow cytometry, 3 h; GFP as percent of DMSO wells; 320,000 tested, 0.02% active; GFP response vs DMSO, % at 10 µM;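 active means GFP response relative to DMSO above a set limit, near screen average plus 3 SD, cut at about 150% in these data; inconclusive means fewer than 70 cells counted for the yeast strain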;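 further: median GFP channel fluorescence of the gated AGP1 strain per well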
# procasp7 counter: activates human procaspase-7, counter-screen for procaspase-3 activators; recombinant procaspase-7, Ac-DEVD-pNA absorbance 405 nm; D23A/D198A/D206A triple mutant, cannot self-cleave; scale: DMSO 0, 5 µM enzyme 100; 330,000 tested, 0.093% active; activation, % at 8.5 µM;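 active means percent activation above the screen-wide mean plus 3 SD, cut at about 25% in these data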
# Target sequence (P55210 whole entry D23A/D198A/D206A): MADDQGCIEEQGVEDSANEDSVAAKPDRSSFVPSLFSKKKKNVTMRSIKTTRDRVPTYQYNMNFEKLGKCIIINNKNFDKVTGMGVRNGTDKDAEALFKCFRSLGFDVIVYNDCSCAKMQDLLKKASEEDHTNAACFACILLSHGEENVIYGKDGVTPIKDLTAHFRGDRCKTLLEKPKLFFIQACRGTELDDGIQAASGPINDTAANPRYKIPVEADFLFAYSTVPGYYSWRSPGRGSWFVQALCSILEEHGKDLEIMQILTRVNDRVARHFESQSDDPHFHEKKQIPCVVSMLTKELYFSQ
#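 Assay system: Uncleavable procaspase-7 mutant enzyme; Input: 2 µM procaspase-7 mutant as dispensed; Also added: DEVD-pNA substrate; Medium: Zinc-free HEPES pH 7.4 with 300 mM NaCl, 0.01% Triton X-100; Timing: 1 h compound preincubation, 2 h substrate cleavage, 25 °C; Measured by: Epi-absorbance of released pNA at 405 nm, two timepoints.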
# MEP2-GFP yeast: yeast TOR pathway MEP2-GFP modulation; 330,000 tested, 0.51% active; GFP response vs DMSO, % at 10 µM; S. cerevisiae MEP2-GFP strain, flow cytometry GFP, 3 h; 100% = DMSO control level;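 active means GFP response versus DMSO above a set limit, roughly screen mean plus 3 SD, cut at about 180% in these data; inconclusive means fewer than 70 cells counted for a yeast strain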;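 further: median GFP fluorescence of the barcode-gated MEP2-GFP cells per well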
# AHR act: activators of human aryl hydrocarbon receptor | activation, % at 5 µM | 320,000 tested, 2.5% active | AHR-responsive luciferase reporter cells, luminescence | AID 2796 | P35869; in the data active means activation above about 47%;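 further: 0% = vehicle wells and 100% = reference agonist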
# LAP4-GFP MLPCN: yeast TOR pathway LAP4-GFP modulation | S. cerevisiae LAP4-GFP multiplex, flow cytometry GFP, 3 h; median GFP as percent of DMSO wells | GFP response vs DMSO, % at 10 µM | 320,000 tested, 0.34% active | AID 2023;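 active means GFP response vs DMSO above a set limit, about the screen mean plus 3 SD, cut at about 150% in these data; inconclusive means under 70 cell events counted for the yeast strain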
# RPL19A TOR yeast: modulators of TOR pathway RPL19A-GFP in S. cerevisiae | percent response vs DMSO, % at 10 µM | 330,000 tested, 0.3% active | S. cerevisiae RPL19A-GFP strain, flow cytometry, 3 h; hits give low values;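 active means percent response vs DMSO below 50%; inconclusive means fewer than 70 events counted for the yeast strain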;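 further: median channel GFP fluorescence of the barcoded RPL19A-GFP strain; ratio of sample median GFP to plate DMSO average so 100% = DMSO; lower means less RPL19A-GFP as with rapamycin TOR inhibition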
# CIT2-GFP yeast: modulators of TOR pathway CIT2-GFP in S. cerevisiae; GFP response vs DMSO, % at 10 µM; S. cerevisiae CIT2-GFP strain, flow cytometry, 3 h; 100 means same as DMSO wells; 320,000 tested, 0.065% active;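 active means GFP response relative to DMSO above a set limit, near the screen mean plus 3 SD, cut at about 150% in these data; inconclusive means Fewer than 70 cells measured for a yeast strain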;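 further: ratio of well median GFP fluorescence to mean of DMSO wells on the plate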
# An asterisk follows results filed as active; ? = inconclusive; / = not tested or not shown; [ ] = another dose, or the depositor's remark.
SMILES,procasp3 activ,AGP1 TOR yeast,procasp7 counter,MEP2-GFP yeast,AHR act,LAP4-GFP MLPCN,RPL19A TOR yeast,CIT2-GFP yeast
CCc1ccc(C(=O)COC(=O)CNC(=O)c2ccc(N3C(=O)c4ccccc4C3=O)cc2)cc1,0,109,2,99,-3,112,104,108
COc1ccc(S(=O)(=O)N2CCN(C(=O)NCc3ccccc3)CC2)cc1,9,100,13,96,1,95,92,97
O=C(NCCOC(=O)c1ccc(F)cc1)c1ccc(F)cc1,11,96,6,108,0,107,102,94
CCCCOC(=O)C1=C(C)Nc2ncnn2C1c1cc(OC)ccc1OC (configuration not stated),1,98,1,103,2,101,103,100
CC(=O)Nc1cc(C(=O)N2CCOCC2)ccc1S(=O)(=O)c1ccc(C)cc1,-1,100,5,98,0,106,100,98
COCCCNC(=O)C1CCCN(S(=O)(=O)c2cccc3nsnc23)C1 (configuration not stated),5,98,7,100,-3,88,99,99
Cc1cccc(NC(=O)C(NS(=O)(=O)c2ccc3c(c2)CCC(=O)N3)c2ccccc2)n1 (configuration not stated),-8,96,-14,94,3,94,92,92
O=C(CSc1nnc(NC(=O)c2c(F)cccc2F)s1)NCc1ccco1,2,103,8,106,0,107,102,107
O=C(Cc1ccc(Br)cc1)Nc1cccc(Cl)c1,-8,101,3,101,-2,108,99,96
CCC(=O)c1ccc(OCC(=O)NCCc2ccccn2)cc1,-4,96,-3,98,29,102,98,95
CCC(C)[C@H](NC(=O)[C@@H]1CSC2c3ccccc3C(=O)N21)C(=O)N1CCCCC1 (some centres not stated),12,80,-9,92,2,80,87,87
COc1ccc(-c2nc3ccccc3c(=O)n2NC(=S)N(C)C)cc1,-8,93,-19,91,2,91,97,95
COc1ccccc1-c1nnc(NC(=O)c2ccccc2F)o1,8,97,7,90,24,88,93,93
CC(C)CCNC(=O)C(c1ccc(O)cc1)N(Cc1cccs1)C(=O)C1COc2ccccc2O1 (configuration not stated),1,97,21,97,8,85,100,101
Cc1cc2nnc(SCC(=O)NC3CCCCC3)n2c(N)n1,2,98,1,93,0,87,96,98
Cc1cc(NCCNC2=CC(=O)CCC2)nc2ccccc12,8,95,-3,97,15,94,95,101
CN(C(=O)/C(N=Nc1cccc(C(F)(F)F)c1)=C(\O)C(F)(F)F)c1ccccc1,-6,107,5,118,1,102,102,113
CC(C)(C)c1ccc(C(=O)CC(=O)c2cc(Cl)ccc2O)cc1,-25,95,-67,94,7,98,98,99
Cc1ccc(NC(=O)CN(C)C(=O)COC(=O)c2nc3nccc(C)n3n2)cc1,3,97,6,96,1,96,95,82
COc1cccc(CCC(=O)Nc2cccc(S(=O)(=O)N3CCCC3)c2)c1OC,3,100,3,96,0,98,94,98
Cc1ccc(S(=O)(=O)c2c(C)c(C)c(C)[nH]c2=O)cc1,1,103,1,103,-1,87,104,104
C=CCNc1nc(-c2cccc(OC)c2O)nc2ccccc12,4,107,6,102,25,79,96,95
Cc1cccc(C)c1NC(=O)COC(=O)c1cc(S(=O)(=O)Nc2ccc(Cl)cc2)ccc1O,-7,99,6,102,0,109,100,100
Cc1ccsc1C(=O)OCC(=O)N(C)C1CCCCC1,5,95,-2,98,1,100,97,99
Cc1ccc(NC(=O)C(=O)Nc2ccc(C)cn2)nc1,-1,98,2,97,-3,118,91,90
C/C(=N/N1CCN(c2ccccn2)CC1)c1cccc([N+](=O)[O-])c1,1,96,0,102,-3,97,101,99
O=C(Nc1cc(Cl)ccc1N1CCOCC1)C1=COCCO1,4,116,8,104,0,115,103,106
COc1cc(CCC(=O)OCC(=O)Nc2ccccc2OC(F)F)cc(OC)c1OC,-2,96,9,98,1,105,94,88
O=C(NC(Cc1ccccc1)C(=O)O)/C(=C/c1ccco1)NC(=O)c1cccc([N+](=O)[O-])c1 (configuration not stated),3,102,-4,102,-2,103,111,102
Oc1ccc2oc3c(c2c1)CCCC3,1,?,5,350*[may fluoresce violet],1,84[may fluoresce violet],45*[may fluoresce violet],?
COc1ccc(-c2ccc(CNCc3ccccn3)o2)cc1Cl,-2,96,3,102,6,92,99,94
FC(F)(F)c1ccc(Cl)c(-n2c(-c3ccco3)n[nH]c2=S)c1,/,109,/,111,/,100,110,107
N#CC1=C(N)n2c(s/c(=C\c3ccco3)c2=O)=C(C#N)C1c1ccco1 (configuration not stated),-6,101,-17,104,14,81,102,106
COc1ccc(-c2[nH]ncc2CNC(C)CCn2cccn2)cc1F (configuration not stated),5,93,2,97,1,95,101,97
CCCOc1ccc(C(=O)N2CC3(CC(c4cccc(NC(=O)[C@@H]5CCC(=O)N5)c4)=NO3)C[C@H]2C(=O)NC2(C(N)=O)CC2)cc1 (some centres not stated),14,94,-2,100,1,110,104,120
CCN1CCN(C(=O)c2ccc(CN(c3ccc(C)c(C)c3)S(C)(=O)=O)cc2)CC1,-4,93,15,90,1,93,88,97
Cc1nc2ncnn2c(N2CCN(C(=O)c3cccc(F)c3)CC2)c1C,0,87[may fluoresce red and violet],11,85[may fluoresce red and violet],-3,94[may fluoresce red and violet],?,?
Nc1nonc1-n1nnc(C(=O)N/N=C/c2cccc(Cl)c2Cl)c1CN1CCCC1,1,100,6,99,1,95,105,110
Cc1ccc(-c2noc(CNC(=O)c3ccoc3C)n2)cc1,11,100,-3,100,6,99,104,96
CCC(=O)N1CCN(c2ccccc2NC(=O)Cc2ccccc2)CC1,3,103,-5,101,14,96,100,103
COc1cc(NC(=O)c2ccc(Br)cc2)c(OC)cc1NC(=O)c1ccccc1,-4,97,10,109,63*,92,101,102
CCc1ccc(CC)c(S(=O)(=O)Nc2ccc(O)c(C(=O)O)c2)c1,-3,101,-2,94,-2,94,96,100
O=c1oc2c(CN3CCOCC3)c(O)ccc2c2ccccc12,-12,87,-1,92,5,89,88,85
Cc1cc2nc(C)n3c4ccccc4nc3n2n1,-1,73,1,104,85*,99,67,78
O=C(CCn1c(=O)sc2ccccc21)Nc1ccon1,3,99,13,97,1,102,97,101
Cc1cccc(NC(=O)CSc2nc3ccc(N4C(=O)c5ccccc5C4=O)cc3s2)c1C,-2,109,1,106,1,105,101,110
CC1CCCN(CC(=O)Nc2cccc([N+](=O)[O-])c2)C1 (configuration not stated),-1,84,-8,94,1,76,100,88
CSc1cccc(NC(=O)CSc2ccc(C)cc2)c1,5,108,10,105,1,107,102,96

# Looked up by structure from the list above (4):
SMILES,procasp3 activ,AGP1 TOR yeast,procasp7 counter,MEP2-GFP yeast,AHR act,LAP4-GFP MLPCN,RPL19A TOR yeast,CIT2-GFP yeast
CC(C)(C)c1ccc(C(=O)CC(=O)c2cc(Cl)ccc2O)cc1,-25,95,-67,94,7,98,98,99
CC(=O)Nc1cc(C(=O)N2CCOCC2)ccc1S(=O)(=O)c1ccc(C)cc1,-1,100,5,98,0,106,100,98
C/C(=N/N1CCN(c2ccccn2)CC1)c1cccc([N+](=O)[O-])c1,1,96,0,102,-3,97,101,99
O=C(NC(Cc1ccccc1)C(=O)O)/C(=C/c1ccco1)NC(=O)c1cccc([N+](=O)[O-])c1 (configuration not stated),3,102,-4,102,-2,103,111,102

# Copied from the list.
# Cc1nc2ncnn2c(N2CCN(C(=O)c3cccc(F)c3)CC2)c1C – AHR act: -3
# Cc1cccc(NC(=O)CSc2nc3ccc(N4C(=O)c5ccccc5C4=O)cc3s2)c1C – procasp7 counter: 1
# CSc1cccc(NC(=O)CSc2ccc(C)cc2)c1 – RPL19A TOR yeast: 102
# Cc1cc2nc(C)n3c4ccccc4nc3n2n1 – MEP2-GFP yeast: 104

# Additional structures.
SMILES,procasp3 activ,AGP1 TOR yeast,procasp7 counter,MEP2-GFP yeast,AHR act,LAP4-GFP MLPCN,RPL19A TOR yeast,CIT2-GFP yeast
COc1ccc(-c2cc(=O)c3ccccc3[nH]2)cc1,6,95,1,92,38,110,102,107
CCN(CC)S(=O)(=O)c1ccc(NC(=O)c2ccccc2N(C)S(C)(=O)=O)cc1,2,104,10,110,-3,90,100,94
O=C(Nc1nc(-c2cccnc2)cs1)c1ccccc1Cl,7,100,-9,95,25,109,93,95
COc1ccc(C(=O)CSc2nnc(CN3CCCCC3)n2-c2ccc(F)cc2)cc1,1,105,9,99,0,94,103,101
CCCCC1(C)Cc2ccccc2C(=S)N1 (configuration not stated),-5,97,6,101,-2,104,96,102
COc1ccc2sc(N(CCN(C)C)C(=O)c3cc(Cl)sc3Cl)nc2c1,-4,108,-2,121,10,109,107,107
Cc1ccc(-c2nc(C=Nc3ccccc3)c(O)o2)cc1,-4,98,1,101,24,113,103,90
Cc1ccc2c(C)c(C(=O)N3CCN(c4ccncc4)CC3)oc2c1C,5,96,0,91,12,81,95,95
CN(Cc1ccccc1)C(=O)Nc1ccccc1,-5,97,-1,103,-5,100,95,97
O=C1/C(=C/c2ccc(O)c(O)c2)Oc2cc(O)ccc21,-2,98,-21,100,0,105,99,96
COc1ccc(CN2CCN(S(=O)(=O)c3ccc(C)cc3)CC2)cc1OC,1,118,-1,103,2,110,100,96
Cn1c(Oc2ccc(F)cc2)c(C=O)c2ccccc21,-2,90,9,93,7,89,89,90
COc1ccc(NC(=O)Cn2cc(C(C)=O)c3ccccc32)cc1,-4,98,5,96,2,106,99,98
O=C(NNc1ccccc1[N+](=O)[O-])Nc1ccc(Cl)c(Cl)c1,3,96,-2,90,43,86,98,95
Cc1cc(=O)[nH]c(SCC(=O)Nc2nnc(SCc3ccccc3)s2)n1,6,100,2,99,-2,99,99,98
CC(C)NS(=O)(=O)c1ccc(OCC(=O)N2CCN(c3ccccc3)CC2)cc1,5,99,2,96,10,96,97,/
CCc1nnc(N/N=C/c2ccccc2Cl)n1N,-3,101,-14,95,53*,102,94,99
CCOC(=O)C1CCCN(C/C(O)=C(\C#N)c2nc(-c3ccc(Cl)cc3)cs2)C1 (configuration not stated),2,96,4,100,1,99,96,96
Cc1cccc(OCC(=O)N(Cc2ccco2)C2CCS(=O)(=O)C2)c1 (configuration not stated),5,95,-1,101,2,112,102,103
O=C(COC(=O)c1c(F)cccc1Cl)NC(=O)Nc1ccc2c(c1)OCCO2,-1,96,-1,96,1,97,92,84
O=C(NCc1ccco1)C12CN(Cc3ccccc3)CC1C(c1cccc([N+](=O)[O-])c1)=NO2 (configuration not stated),-2,82,-4,91,6,110,99,86
O=C(Cc1c[nH]c2ccccc12)N1CCc2ccccc21,-6,92,-9,99,75*,128,96,86
CN(C)C(=S)Nc1ccc2c(c1)OCO2,-20,109,-27,93,3,105,99,97

# In the list so far, these contain a cyano group.
SMILES,procasp3 activ,AGP1 TOR yeast,procasp7 counter,MEP2-GFP yeast,AHR act,LAP4-GFP MLPCN,RPL19A TOR yeast,CIT2-GFP yeast
N#CC1=C(N)n2c(s/c(=C\c3ccco3)c2=O)=C(C#N)C1c1ccco1 (configuration not stated),-6,101,-17,104,14,81,102,106
CCOC(=O)C1CCCN(C/C(O)=C(\C#N)c2nc(-c3ccc(Cl)cc3)cs2)C1 (configuration not stated),2,96,4,100,1,99,96,96
